BL2 CD40 inh = CD40 pathway inhibition in BL2 cells | BL2 NF-kB luciferase reporter, CD40L-induced, 4 h | inhibition, % at 10 µM | 83,000 tested, 0.94% active | AID 1053188;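 active means mean inhibition of at least 50% with a set share of replicates also reaching that level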;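 further: 0% = neutral control wells and 100% = IKK inhibitor VII at 50 µM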
The depositor's hits bear a star; & = joins results of further samples; [ ] = remark or other dose. This is a subset; the hit share may differ from the screen's.

| structure | BL2 CD40 inh |
| --- | --- |
| CCCCCCCC(=O)N/N=C(/C)c1c(O)cc(C)oc1=O | 4 |
| CCc1nnc(NC(=O)c2cccc(S(=O)(=O)N(C)c3ccc(OC)cc3)c2)s1 | 3 |
| O=C(C1CCC1)N1C[C@@H]2[C@H](c3ccccc31)[C@H](CO)N2C(=O)c1ccccc1 | 3 |
| O=C(CCC1CCCC1)NNC(=O)c1ccccc1O | -22 |
| O=C(NCc1cccnc1)C1CCN(S(=O)(=O)N2CCC3(CC2)OCCO3)CC1 | 0 |
| CC(=O)Nc1ccc2c(c1)nc1n2CCOC1 | 3 |
| Cc1nc2ccc(C(=O)NCc3ccc4c(c3)OCO4)cc2s1 | 6 |
| c1ccc(N2CCN(c3nc(-c4cccs4)nc4ccccc34)CC2)cc1 | 10 |
| COc1ccc(CNC(=O)CN2C(=O)NC3(CCCCCCC3)C2=O)cc1 | 3 |
| Cn1cnc2ccc([N+](=O)[O-])cc2c1=O | -1 |
| CCOc1cc(C(=O)OCC(=O)Nc2ccc(F)cc2Cl)ccc1OCC(=O)N1CCOCC1 | -2 |
| Cc1ccc(CCNC(=O)CN2CCN(Cc3ccccc3F)C2=O)cc1 | -2 |
| Cn1ccnc1Sc1nnnn1-c1ccccc1 | 8 |
| O=C(CN1CCc2cc3c(cc2C1)OCCCO3)Nc1ccc(F)cc1 | -1 |
| O=C(Cc1ccncc1)NCC[C@H]1CC[C@@H](NC(=O)C2CCCC2)[C@H](CO)O1 | -4 |
| Cc1ccc(C(=O)NCC(=O)Nc2ccc3c(c2)OCCO3)cc1 | -9 |
| CC(C)N(C(=O)COc1ccc(Br)cc1Cl)C(C)C | 15 |
| CCN(c1ccccc1)S(=O)(=O)c1cccc(C(=O)NCC(c2cccs2)N2CCOCC2)c1 (stereo not given) | -12 |
| O=C(Nc1ccccc1)c1ccc(NC(=O)c2cccs2)cc1 | -35 |
| Cc1ccc(C(=O)OCc2cn3ccccc3n2)cc1 | -15 |
| CCOCCCN1C(=O)CN(C2CCCCC2)C(=O)C1c1ccc(OC)c(OC)c1 (stereo not given) | 2 |
| Cc1cc(C(=O)COC(=O)c2ccc(O)cc2O)c(C)n1-c1ccc(OC(F)F)cc1 | -3 |
| CCCNC(=O)Nc1ccc2c(c1)OC[C@@H](C)N(C(=O)C1CCOCC1)C[C@H](C)[C@H](OC)CN(C)C2=O | -6[25 µM] |
| CN(CC(=O)Nc1ccc(Cl)cc1)C(=O)CCNC(=O)c1ccc(Cl)cc1 | -16 |

Rewritten with values ahead of the structure: part of the list above.
BL2 CD40 inh | smiles
-6[25 µM] | CCCNC(=O)Nc1ccc2c(c1)OC[C@@H](C)N(C(=O)C1CCOCC1)C[C@H](C)[C@H](OC)CN(C)C2=O
-9 | Cc1ccc(C(=O)NCC(=O)Nc2ccc3c(c2)OCCO3)cc1
15 | CC(C)N(C(=O)COc1ccc(Br)cc1Cl)C(C)C

(cont.)
| structure | BL2 CD40 inh |
| --- | --- |
| O=C(NCc1ccco1)c1cc(S(=O)(=O)N2CCCc3ccccc32)ccc1Cl | -7 |
| CNC[C@H]1OCCCC[C@@H](C)Oc2ccc(N)cc2C(=O)N([C@@H](C)CO)C[C@H]1C | -6[25 µM] |
| CN(C)S(=O)(=O)N(CC(=O)N(Cc1ccccc1)Cc1ccccc1)c1ccccc1 | 22 |
| COc1ccc(CNC(=O)COC(=O)c2cc3ccccc3o2)cc1 | 8 |
| COc1ccc(-c2cc3ncc(-c4ccccc4)c(N)n3n2)cc1 | -107 |
| CC(=O)c1cc(-c2ccc(F)cc2)n(CCC(=O)Nc2cccc(C)n2)c1C | -9 |
| OC(COc1ccc(CNCCc2ccc(C(F)(F)F)cc2)cc1)CN1CCCCC1 (stereo not given) | 11 |
| Cc1cc(C)n(-c2ccc(C(=O)NCc3ccc4c(c3)OCO4)cc2)n1 | 7 |
| CCCc1cc(=O)n2nc(N3CCC(C(=O)Nc4cccc(C(C)=O)c4)CC3)sc2n1 | -4 |
| C[C@H](CO)N1C[C@H](C)[C@@H](CN(C)C(=O)Nc2cccc(Oc3ccccn3)c2)OCc2cnnn2CCCC1=O | 1[25 µM] |
| O=C(Cc1ccccc1[N+](=O)[O-])Nc1ccc2c(c1)OCCO2 | -11 |
| CC(=O)Nc1cccc(Oc2ccc(-c3noc(C)n3)cc2)c1 | -49 |

Grouped by structure: those above with a nitro group on carbon.
| structure | BL2 CD40 inh |
| --- | --- |
| Cn1cnc2ccc([N+](=O)[O-])cc2c1=O | -1 |
| O=C(Cc1ccccc1[N+](=O)[O-])Nc1ccc2c(c1)OCCO2 | -11 |

Following part:
| structure | BL2 CD40 inh |
| --- | --- |
| Cc1ccc2c(c1)C1CN(C)CCC1N2S(=O)(=O)c1ccc(Oc2ccc([N+](=O)[O-])cc2)cc1 (stereo not given) | -8 |
| CCn1cc(C(C)(C)C)c(C#N)c1NC(C)=O | -1 |
| CC(C)NC(=O)N1CC(=O)N2[C@@H](CO)[C@H](c3ccc(/C=C/c4ccccc4)cc3)[C@@H]2C1 | -1[25 µM] |
| C[C@H](CO)N1C[C@H](C)[C@H](CN(C)C(=O)[C@H](Cc2ccccc2)N(C)C)OCc2ccccc2-c2ccccc2C1=O | -1[25 µM] |
| CC(C)NC(=O)N(C)C[C@H]1Oc2ccc(NS(C)(=O)=O)cc2CC(=O)N(C)C[C@H]1C | -3 |
| C[C@@H]1CN([C@H](C)CO)C(=O)c2ccccc2-c2ccccc2CO[C@H]1CN(C)C(=O)Nc1cccc(Cl)c1Cl | 17[25 µM] |
| Cc1nn(CCC(=O)O)c(C)c1C | 12 |
| Cc1ccc(S(=O)(=O)N2CCCC2C(=O)N(C)Cc2cccs2)cc1 (stereo not given) | 9 |
| COCC(=O)N1CC(=O)N2[C@H](CO)[C@@H](c3ccc(-c4ccccc4F)cc3)[C@H]2C1 | -1[25 µM] |
| CCS(=O)(=O)c1ccc(-c2cccc(NC(=O)c3ccco3)c2)nn1 | 2 |
| CCC(=O)N1c2ccccc2NC2=C(C(=O)CC(C)(C)C2)C1c1cccnc1 (stereo not given) | 17 |
| O=S(=O)(CCc1ccccc1)/N=C/c1cccs1 | 3 |
| O=C(NCCCN1CCOCC1)C1CCN(S(=O)(=O)c2ccccc2)CC1 | 8 |
| NS(=O)(=O)c1cccc(NC(=O)COC(=O)CC2Sc3ccccc3NC2=O)c1 (stereo not given) | -38 |
| Cc1ccc2nc(-c3ccccn3)cc(C(=O)NC3CCN(C)CC3)c2c1 | 4 |
| Cc1nc(SCc2ccccc2)c(C(F)(F)F)c(=O)[nH]1 | 1 |
| C[C@H](NC(=O)C[C@H]1CC[C@@H]2[C@H](COC[C@H](O)CN2Cc2ccc(C(F)(F)F)cc2)O1)c1ccccc1 | 3[25 µM] |
| CCOC(=O)c1cc(-c2cccs2)nn1CCC#N | 1 |
| C/C(=N\NC(=O)CCC(=O)NCc1ccccc1)c1ccc([N+](=O)[O-])cc1 | 0 |
| O=C(NCCC1CCCCN1S(=O)(=O)c1ccc(F)cc1)C(=O)Nc1ccccc1 (stereo not given) | 9 |
| O=C1OC(c2cccs2)=N/C1=C\c1ccc(-c2ccccc2Cl)o1 | -2 |
| CCCCNC(=O)Nc1ccccc1CC | -1 |
| O=C(CN1CCCc2ccccc21)Nc1cccc(S(=O)(=O)N2CCOCC2)c1 | -9 |
| CCc1ccc(CN2CCC(Oc3cc(C(=O)NC4CC4)ccc3OC)CC2)cc1 | -3 |
| CCCN1CCC(NC(=O)CCc2nnc(-c3ccccc3)o2)CC1 | -6 |
| O=C(c1ccco1)N1CCN(C(=O)c2ccc(COc3ccc(F)cc3)o2)CC1 | 1 |
| Cc1noc(C)c1S(=O)(=O)N(C)C[C@H]1OCc2ccccc2-c2c(n(C)c3ccccc23)C(=O)N([C@H](C)CO)C[C@@H]1C | 34[25 µM] |
| O=[N+]([O-])c1ccccc1S(=O)(=O)Nc1cccc(-c2ccc(N3CCCC3)nn2)c1 | -29 |
| COc1ccc(-c2nnc3sc(-c4ccccn4)nn23)cc1 | -15 |
| c1coc(Cn2c(SCc3nc4ccccc4[nH]3)nnc2-c2cnccn2)c1 | 15 |
| COc1ccc(S(=O)(=O)N2CCN(C)CC2)cc1NC(=O)c1ccccc1 | 7 |
| COc1ccc(C(=O)C2CCCN(C(=O)c3cc(C)nc(C)n3)C2)cc1OC (stereo not given) | -7 |
| Cc1ccccc1-n1c(SCC(=O)NC2CCS(=O)(=O)C2)nc2ccccc2c1=O (stereo not given) | -4 |
| O=c1[nH]cnc(O)c1Nc1cccc(Cl)c1 | 9 |
| O=C(Cc1csc(NC(=O)Nc2ccc(Cl)cc2)n1)NC1CCCC1 | -23 |
| Cc1ccc(S(=O)(=O)N2CCCCCC2)cc1C(=O)NCc1ccccn1 | 9 |

An excerpt of these results, with the structure last:
BL2 CD40 inh,Molecule
-9,CC(=O)c1cc(-c2ccc(F)cc2)n(CCC(=O)Nc2cccc(C)n2)c1C
11,OC(COc1ccc(CNCCc2ccc(C(F)(F)F)cc2)cc1)CN1CCCCC1 (stereo not given)
7,Cc1cc(C)n(-c2ccc(C(=O)NCc3ccc4c(c3)OCO4)cc2)n1

Other records
| structure | BL2 CD40 inh |
| --- | --- |
| COc1cccc(CNC(=O)C[C@@H]2CC[C@@H]3[C@H](COc4ccc(NC(=O)c5cccs5)cc4C(=O)N3C)O2)c1 | -9[25 µM] |
| CCNC(=O)CC1C(=O)N(c2ccc(F)cc2)C(=O)N1Cc1cccs1 (stereo not given) | 12 |
| COc1ccc(Cl)cc1NC(=O)c1ocnc1C | 2 |
| O=C(CN1CCOCC1)Nc1ncc(Cc2ccccc2Cl)s1 | -5 |
| CC(=O)Nc1cccc(NC(=O)c2ccc3[nH]c(C)c(C)c3c2)c1 | -50 |
| O=c1c2c3c(sc2n(CCN2CCCC2)c(=O)n1Cc1ccco1)CCCCC3 | 3 |
| O=c1c(Cc2ccc(F)cc2)c(O)ccn1CCCN1CCOCC1 | 14 |
| NC(=O)NC(CC(=O)NNC(=O)c1cccs1)c1ccc(Cl)cc1 (stereo not given) | -4 |
| CCN(CC)CCOc1cccc(C(C)C)c1 | -6 |
| O=C(O)/C=C/C(=O)NC1CC1 | 4 |
| CC1CC(C)CN(CCCNC(=O)c2ccc3nc(N4CCOCC4)sc3c2)C1 (stereo not given) | 4 |
| CCNC(=O)[C@H]1[C@H](CO)[C@H]2Cn3c(ccc(-c4ccccc4F)c3=O)[C@@H]1N2C(=O)CC | -6[25 µM] |
| Cc1scc(C(=O)NCc2ccco2)c1-c1ccccc1 | 1 |
| COCC(C)NC(=O)Cc1ccc(Cl)cc1 (stereo not given) | 4 |
| CCC(C)NC(=O)CN(c1cc(Cl)ccc1OC)S(C)(=O)=O (stereo not given) | 12 |
| OCCC1CN(Cc2cccn2-c2ncccn2)CCN1Cc1ccccc1 (stereo not given) | 7 |
| Cc1nc([N+](=O)[O-])cn1CCC#N | -12 |
| CCN(CC(=O)Nc1ccccc1C(F)(F)F)C(=O)CCS(=O)(=O)c1ccc(C)cc1 | 3 |
| COc1cccc(N(CC(=O)N2CCCCCC2)S(C)(=O)=O)c1 | 6 |
| Cc1ccc(CCSc2ccc(F)cc2)cn1 | -16 |
| CC(Cl)C(=O)Nc1cc(C(C)(C)C)nn1-c1ccccc1 (stereo not given) | 13 |
| COc1ccccc1S(=O)(=O)N1C[C@@H]2N[C@H](C1)C2c1ccc(-c2cccc(F)c2)cc1 (stereo not given in full) | 3&-5[25 µM] |
| CC(=O)N(CC(=O)Nc1nn(-c2ccccc2)nc1C(N)=O)Cc1ccccc1 | 8 |
| CC(=O)N1[C@H](C(=O)NCc2ccccc2Cl)[C@@H](CO)[C@@H]2Cn3c(ccc(-c4ccncc4)c3=O)[C@@H]21 | 0[25 µM] |
| Cc1ccc(NC(=O)COc2coc(CN3CCN(Cc4ccccc4)CC3)cc2=O)cc1 | -17 |
| O=C(O)C1CCC(=O)N1C1CCCC1 (stereo not given) | 14 |
| COc1cccc(-c2cc(C(=O)N3CCN(C(=O)c4ccco4)CC3)on2)c1 | -8 |
| Cc1occc1C(=O)NNC(=S)NCc1ccc(Cl)cc1 | 12 |
| Cc1nnc(NC(=O)CCC(=O)N2CCC(C)CC2)s1 | 8 |
| C[C@H]1CN([C@@H](C)CO)C(=O)CCCn2cc(nn2)CO[C@@H]1CN(C)C(=O)Oc1ccccc1 | -4 |
| CCOc1ccc(NC(=O)CN(C)C(=O)c2cc(C)oc2C)cc1OCC | -19 |
| CCOc1ccc(S(=O)(=O)Nc2cc(S(=O)(=O)N3CCOCC3)ccc2OC)cc1 | -1 |
| Cc1ccc(S(=O)(=O)N2CCCCC2)cc1NC(=O)CSc1ncn[nH]1 | 0 |
| COc1ccccc1-c1ccccc1[C@@H]1[C@@H](CO)N(C(=O)C2CCOCC2)[C@H]1C#N | -9[25 µM] |
| O=C(COC(=O)CCC1CCCC1)Nc1cccc(S(=O)(=O)N2CCOCC2)c1 | 6 |
| C/C(=N\N=C1\NC(=O)CS1)c1cccs1 | -6 |
| CS(=O)(=O)c1ccc(Cl)c(NC(=O)COC(=O)CNC(=O)c2sc3ccccc3c2Cl)c1 | -5 |
| Cc1oc(-c2ccccc2Cl)nc1Cn1cccc1C1=NC(c2ccccc2)CO1 (stereo not given) | 15 |
| CC(=O)Nc1ccc(NC(=O)c2sc(-c3ccccc3)nc2C)cc1 | 6 |
| CCCNC(=O)c1ccc(OC)cc1OC | 2 |
| O=C(NCCCN1CCCC1=O)c1cc2c(s1)CCCCC2 | -20 |
| O=C(CC(Cc1ccccc1)c1ccco1)NCc1ccco1 (stereo not given) | -25 |
| O=C(CC(c1ccccc1)c1ccccc1)N1CCN(c2ccccn2)CC1 | -3 |
| C[C@H](CO)N1C[C@H](C)[C@@H](CN(C)C(=O)[C@H]2CCCN2C)OCc2ccccc2-c2c(n(C)c3ccccc23)C1=O | -5[25 µM] |
| C[C@@H](CN1CCC(Cc2ccccc2)CC1)[C@@H](O)c1ccc(O)cc1 | -3[25 µM] |
| NS(=O)(=O)c1cccc(NC(=O)COC(=O)CCN2C(=O)c3ccccc3C2=O)c1 | 5 |
| CC(C)(C)NC(=O)COC(=O)c1ccc(Cl)c(S(N)(=O)=O)c1 | -13 |
| CC(C)(O)C#Cc1cccc(-c2nc(C(=O)N[C@@H]3CCN(Cc4ccccc4)C3)cc3c2[C@@H](CCO)N(S(=O)C(C)(C)C)C3)c1 (stereo not given in full) | 3[25 µM] |
| O=C1C(c2cc(=O)c3ccccc3[nH]2)=C(O)c2ccccc21 | -76 |
